All columns: NCI-60 one-dose screen, growth in % after 48 h at 10 µM unless noted; 100 = growth as untreated, 0 = no growth, -100 = all killed.
OVCAR-3 = OVCAR-3 ovarian cancer; actives 7% (n = 79,000); AID 1794787
OVCAR-4 = OVCAR-4 ovarian cancer cells. actives 3.7% (n = 80,000). AID 1794784
DU-145 = DU-145 prostate cancer; actives 4.2% (n = 81,000)
OVCAR-5 = OVCAR-5 ovarian cancer; AID 1794783; actives 2.9% (n = 82,000)
OVCAR-8 = OVCAR-8 ovarian cancer | actives 4.4% (n = 81,000) | AID 1794782
NCI/ADR-RES = NCI/ADR-RES ovarian cells; actives 4.4% (n = 81,000); AID 1794790
SK-OV-3 = SK-OV-3 ovarian cancer cells | actives 3.2% (n = 80,000)
IGROV1 = IGROV1 ovarian cancer. actives 4.7% (n = 79,000). AID 1794786
* = called active by the depositor; . = not tested or not shown; & = joins results of further samples. Rule for the calls: active = growth percent below 10; inactive = the rest.

SMILES	OVCAR-3	OVCAR-4	DU-145	OVCAR-5	OVCAR-8	NCI/ADR-RES	SK-OV-3	IGROV1
COc1cc(/C=C/C(=O)c2ccc(NC(=O)c3cc4cc5cc(C)ccc5nc4s3)cc2)cc(OC)c1OC	103	108	101	107	102	101	107	108
Nc1c(-c2nc3ccccc3[nH]2)nnn1-c1cccc(C(F)(F)F)c1	105	32	88	106	97	98	104	104
COC(=O)/C(CCC=C(C)C)=C1\[C@@H](OC(C)=O)C[C@@]2(C)[C@H]1C[C@@H](O)[C@H]1[C@@]3(C)CC[C@H](N4CCCC4)[C@@H](C)[C@@H]3CC[C@@]12C	119	105	102	113	99	98	.	106
O=c1nc(-c2ccccc2)c2cc(-c3ccc(N4CCCC4)nc3)ccc2[nH]1	45	85	85	99	89	64	81	66
CCN1CCN(CC(=O)Nc2nc3ccc(NCc4ccc(F)cc4)cc3s2)CC1	99	84	95	95	96	92	105	103
COc1ccc(-c2onc(N)c2-c2cc(OC)c3c(c2OC)OCO3)cc1	108	101	112	105	99	97	108	94
Nc1c(C(=O)Nc2cc(Cl)cc(Cl)c2)sc2nc3c(cc12)C(=O)CCC3	113	92	105	102	96	100	85	106
C=CCN1C(=O)c2cccc3c(NC(=O)CN4CCCC4)ccc(c23)C1=O	92	94	99	108	81	84	95	85
NC(=O)C[n+]1ccccc1	105	115	100	114	104	101	109	118
COc1cc2nc(SCC(=O)NNC(=S)NC(=O)c3ccccc3)n(-c3ccc(Cl)cc3)c(=O)c2cc1OC	74	66	66	82	46	41	92	61
COc1cccc(/C=C2\Oc3cc(OC)ccc3C2=O)c1	107	95	105	100	104	99	122	103
CCOc1ccc(Nc2nnc(C(=O)c3c[nH]c4ccccc34)o2)cc1	94	100	111	92	94	105	69	66
NS(=O)(=O)c1ccc(-n2cc(-c3cccc(NC(=O)c4cc(F)cc(F)c4)c3)nn2)cc1	110	109	104	157	105	110	110	111
COc1cccc(OC)c1C(=O)Nc1cccc(-c2cc(=O)c3ccccc3o2)c1	105	95	103	97	96	91	.	104
O=C(OCCOC(=O)c1ccccc1)c1ccccc1	109&143	109	119&136	111&104	113&109	112&108	106&100	94&110
O=[N+]([O-])c1cc(Cl)ccc1Nc1ccccc1	108	106	119	106	105	103	99	113
COc1cc2c(cc1OCCCOC1=C=C=C(c3ccc4c(c3)c3cc(-c5ccc(OCCCOc6cc7c(cc6OC)C(=O)N6CCC[C@H]6C=N7)cc5)ccc3n4S(=O)(=O)c3ccc(C)cc3)C=C1)N=C[C@@H]1CCCN1C2=O	0.7*	58	-66*	113	24	94	94	14
CC(C)CCC[C@@H](C)[C@H]1CC[C@H]2[C@@H]3CC=C4c5sc(Nc6ccccn6)nc5CC[C@]4(C)[C@H]3CC[C@]12C	107	110	103	110	86	104	103	97
O=C(O)/C=C/C(=O)Nc1cccc(Cn2nnc3cc(Cl)c(Cl)cc32)c1	101	108	119	100	100	106	90	94
CC(=O)c1cc(F)ccc1O	98	105	99	105	104	100	102	101
CCCCC(=O)NCCNc1nccc(Nc2ccc(S(=O)(=O)Nc3ccccn3)cc2)n1	102	101	113	108	108	101	99	96
Nc1nc(OCc2ccccc2)c2[nH]cnc2n1	109	66	99	78	.	108	109	93
CC1(C)CC(=O)C2=C(C1)OC1=C(C(=O)CC(C)(C)C1)C2c1ccc(OCc2cn(-c3ccc(Cl)c(Cl)c3)nn2)cc1	102	101	100	118	99	96	100	104
CCCNCC(O)Cc1ccc(OCC)cc1 (stereo not drawn)	115	120	107	110	94	110	94	107
Cn1cc(-c2cc(N)n3nc(-c4cn(C)c5ccccc45)cc3n2)c2ccccc21	101	95	88	114	85	91	137	104
COc1ccncc1C(=O)Nc1ccc(-n2cnc3ccccc32)cc1	104	102	97	96	101	99	111	109
COc1cc2nc(-c3cccc4cccnc34)nc(NC3CCN(Cc4ccccc4)CC3)c2cc1OC	-86*	-91*	-94*	-91*	-55*	6.5*	-75*	-61*
c1ccc(-n2nnnc2-c2cccc3ccccc23)cc1	-27*	60	7.5*	36	30	-13*	5.6*	31
Cc1nc(SCC(=O)Nc2nccs2)n(Nc2ccc(Cl)cc2)c1C	117	102	123	87	105	100	103	126
O=C(/C=C/c1ccccc1)c1ccc(F)cc1	118	100	112	85	97	100	107	86
Cc1ccc(S(=O)(=O)N2C(=O)/C(=C\c3cn(S(=O)(=O)c4ccc(C)cc4)c4ccccc34)c3ccccc32)cc1	108	101	100	96	76	96	81	105
CC(C)CC(=O)Oc1ccccc1NCCCc1ccccc1	103	101	110	103	119	105	114	108
COc1ccc(Cl)cc1NC(N)=S	108	95	108	113	108	105	118	.
COc1cc(-c2nc(-c3ccccc3)c(-c3ccccc3)[nH]2)ccc1OC1CCCC1	74	84	89	93	91	77	88	113
C=C1C[C@@H]2OC(=O)[C@H](C)C2[C@H](O)/C=C(/C)CC[C@H]1O (stereo partly drawn)	107	96	107	111	115	103	100	109
O=c1oc2cc(OS(=O)(=O)c3ccccc3)ccc2c2c1CCCCC2	81	54	85	83	60	56	84	83
N#Cc1c(-c2ccco2)[nH]c(=S)n(N=O)c1=O	124	117	132	112	112	121	96	123
CCO/C=N/C1=C(C#N)C(c2ccc(OC)cc2)c2c(c3ccccc3[nH]c2=O)O1 (stereo not drawn)	111	110	102	100	120	101	105	102
O=C(NCn1c(=O)[nH]c2ccccc2c1=O)NC1CCCCC1	110	109	111	104	111	112	95	108
COc1ccccc1NC(=S)N1CCC(CCCC2CCN(C(=S)Nc3ccccc3OC)CC2)CC1	98	83	111	98	93	87	99	92
CCOC(=O)C1=C(C(=O)OCC)N(c2ccc(F)c(Cl)c2)C(N)=C(C#N)C1c1cc(=O)[nH]c2ccccc12 (stereo not drawn)	109	95	102	97	95	100	108	88
Nc1cc(S(=O)(=O)O)cc2cc(S(=O)(=O)O)cc(S(=O)(=O)O)c12	106	101	111	102	.	109	94	.
C=C(C)CNC(=O)c1ccc(OC)c(OC)c1	117	103	117	100	97	101	112	100
COc1cc(CNC(=O)CCCC(C)=CCC/C=C/CCC=C(C)CC/C=C(\C)CCC=C(C)C)ccc1O	100	85	93	98	103	95	105	94
NC1N=C(Nc2ccccc2)N=CC(c2cc3cc(Br)ccc3oc2=O)=N1 (stereo not drawn)	106	99	109	99	96	102	79	103
COc1ccc(NC(=O)Nc2ccc(OCCCCCC(=O)Nc3ccc(C(=O)O)c(O)c3)cc2)cc1	88	90	89	101	77	84	85	89
CS(=O)(=O)c1ccc(C(=O)N2N=C(c3ccccc3)CC2c2ccccc2O)cc1 (stereo not drawn)	65	78	81	95	59	78	75	72
CC(=O)Nc1nonc1-c1nc2ccccc2n1Cc1ccc(C(C)(C)C)cc1	71	81	80	93	78	60	89	79
NC1=CC(N)=C(O[C@@H]2O[C@H](CO)[C@@H](O)[C@H](O)[C@H]2O)C(=O)C1	118	110	120	98	102	103	107	106
OC(c1ccc(F)c(C(F)(F)F)c1)c1cnccc1NC1CCCCC1 (stereo not drawn)	72	65	90	85	82	75	103	70
COc1cccc(OCCC#N)c1	108	91	107	105	103	114	116	113
COc1ccc([C@H]2c3[nH]c4ccccc4c3C[C@@H]3C(=O)N(C4CCN(Cc5ccccc5)CC4)CC(=O)N23)c(OC)c1	80	83	86	90	89	68	93	51
COc1ccc(C2CC(c3cc(OC)c(OC)c(OC)c3)=NO2)cc1OCCCCOc1cc2c(cc1OC)C(=O)N1CCC[C@H]1C=N2 (stereo partly drawn)	0.8*	14	13	18	26	20	22	-21*
O=C(OCc1ccccc1)c1ccccc1Cl	112	96	109	109	103	102	111	114
Cc1cc2nc(C)c(=O)[nH]c2cc1C	103	.	94	86	95	96	103	106
COc1ccc(NC(=O)N2NC(c3ccc(Cl)cc3)C=C2c2ccccc2)cc1 (stereo not drawn)	104	100	100	108	103	109	99	106
CCCCCc1cc(Cl)cc(Cl)c1O	104	110	106	100	110	110	108	107
C=C(C)Cn1c(=O)n(CC(=C)C)c(=O)n(CC(=C)C)c1=O	.	.	117	97	99	98	106	85
O=C1NS(=O)(=O)c2ccccc21	131&123&112	102&104&113	116&117&107	93&103	99&92&100	99&107&98	96&107&100	112&113
C=CC(=O)NCCSSCCNC(=O)C=C	114	105	106	99	101	107	101	.
Carrying on:
SMILES	OVCAR-3	OVCAR-4	DU-145	OVCAR-5	OVCAR-8	NCI/ADR-RES	SK-OV-3	IGROV1
CC1(C)N=C(N)N=C(N)N1c1cccc(CCCCOc2ccccc2)c1	27	61	28	30	20	107	42	27
COc1ccc2cc(C(C)c3nnc(NC4CCCCC4)o3)ccc2c1 (stereo not drawn)	97	97	111	105	89	81	105	.
COc1cc(C(=O)NN=C(C)C)cc(OC)c1OC	109	116	117	105	107	103	108	124
CC(=O)O[C@H]1[C@H](CC#CC#CC[C@@H]2C[C@]3(C)[C@H]4CC=C5[C@H]6[C@@H](C)[C@H](C)CC[C@]6(C(=O)NCCCCN)CC[C@@]5(C)[C@]4(C)CC[C@H]3C(C)(C)[C@H]2OC(C)=O)C[C@]2(C)[C@H]3CC=C4[C@H]5[C@@H](C)[C@H](C)CC[C@]5(C(=O)NCCCCN)CC[C@@]4(C)[C@]3(C)CC[C@H]2C1(C)C	111	114	106	112	108	101	109	108
CSCC(C(=O)NCc1ccc(Cl)cc1Cl)N1C(=O)C2CCCCC2C1=O (stereo not drawn)	111	96	109	93	100	98	115	99
CCOC(=O)c1c(C)nc2c(c1N)CC(=O)N2Cc1ccc(C(F)(F)F)cc1	99	98	97	88	.	92	89	95
Clc1ccc(-c2cc(-c3ccccc3)nc(Nc3nc4ccccc4[nH]3)n2)cc1	117	106	115	99	105	111	118	100

In the list so far, 12 have an NH in an aromatic ring.
SMILES	OVCAR-3	OVCAR-4	DU-145	OVCAR-5	OVCAR-8	NCI/ADR-RES	SK-OV-3	IGROV1
Nc1c(-c2nc3ccccc3[nH]2)nnn1-c1cccc(C(F)(F)F)c1	105	32	88	106	97	98	104	104
O=c1nc(-c2ccccc2)c2cc(-c3ccc(N4CCCC4)nc3)ccc2[nH]1	45	85	85	99	89	64	81	66
CCOc1ccc(Nc2nnc(C(=O)c3c[nH]c4ccccc34)o2)cc1	94	100	111	92	94	105	69	66
Nc1nc(OCc2ccccc2)c2[nH]cnc2n1	109	66	99	78	.	108	109	93
COc1cc(-c2nc(-c3ccccc3)c(-c3ccccc3)[nH]2)ccc1OC1CCCC1	74	84	89	93	91	77	88	113
N#Cc1c(-c2ccco2)[nH]c(=S)n(N=O)c1=O	124	117	132	112	112	121	96	123
CCO/C=N/C1=C(C#N)C(c2ccc(OC)cc2)c2c(c3ccccc3[nH]c2=O)O1 (stereo not drawn)	111	110	102	100	120	101	105	102
O=C(NCn1c(=O)[nH]c2ccccc2c1=O)NC1CCCCC1	110	109	111	104	111	112	95	108
CCOC(=O)C1=C(C(=O)OCC)N(c2ccc(F)c(Cl)c2)C(N)=C(C#N)C1c1cc(=O)[nH]c2ccccc12 (stereo not drawn)	109	95	102	97	95	100	108	88
COc1ccc([C@H]2c3[nH]c4ccccc4c3C[C@@H]3C(=O)N(C4CCN(Cc5ccccc5)CC4)CC(=O)N23)c(OC)c1	80	83	86	90	89	68	93	51
Cc1cc2nc(C)c(=O)[nH]c2cc1C	103	.	94	86	95	96	103	106
Clc1ccc(-c2cc(-c3ccccc3)nc(Nc3nc4ccccc4[nH]3)n2)cc1	117	106	115	99	105	111	118	100
